# TDP1 cell CPT – qHTS for Inhibitors of human tyrosyl-DNA phosphodiesterase 1 (TDP1): qHTS in cells in presence of CPT. chicken DT40 Tdp1-/-;hTDP1 cells + 20 nM CPT, ATP luminescence, 48 h. Potency, µM (top dose mostly 46.2 µM), for inactives: top-dose activity change, negative = growth inhibition, actives largely listed as inhibitors. actives 12% (n = 420,000). AID 686979, 2013; also: nearly all actives have a fitted effect of over 55% in size
#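 Chicken DT40 Tdp1-/- cells complemented with human TDP1, 400 cells/well, exposed to compounds plus 20 nM camptothecin for at least 48 h at 37 C; viability read as ATP content by CellTiter-Glo luminescence.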
# KAT2A inh – qHTS Assay for Inhibitors of GCN5L2; Potency, µM (series often up to 58.9 µM), for the others: at the highest dose activity change, negative = inhibition, usual class: inhibitors; actives 0.21% (n = 390,000); GCN5L2 HAT assay, ThioGlo1 CoA-SH fluorescence
# Target sequence (Q92830 whole entry, looked up): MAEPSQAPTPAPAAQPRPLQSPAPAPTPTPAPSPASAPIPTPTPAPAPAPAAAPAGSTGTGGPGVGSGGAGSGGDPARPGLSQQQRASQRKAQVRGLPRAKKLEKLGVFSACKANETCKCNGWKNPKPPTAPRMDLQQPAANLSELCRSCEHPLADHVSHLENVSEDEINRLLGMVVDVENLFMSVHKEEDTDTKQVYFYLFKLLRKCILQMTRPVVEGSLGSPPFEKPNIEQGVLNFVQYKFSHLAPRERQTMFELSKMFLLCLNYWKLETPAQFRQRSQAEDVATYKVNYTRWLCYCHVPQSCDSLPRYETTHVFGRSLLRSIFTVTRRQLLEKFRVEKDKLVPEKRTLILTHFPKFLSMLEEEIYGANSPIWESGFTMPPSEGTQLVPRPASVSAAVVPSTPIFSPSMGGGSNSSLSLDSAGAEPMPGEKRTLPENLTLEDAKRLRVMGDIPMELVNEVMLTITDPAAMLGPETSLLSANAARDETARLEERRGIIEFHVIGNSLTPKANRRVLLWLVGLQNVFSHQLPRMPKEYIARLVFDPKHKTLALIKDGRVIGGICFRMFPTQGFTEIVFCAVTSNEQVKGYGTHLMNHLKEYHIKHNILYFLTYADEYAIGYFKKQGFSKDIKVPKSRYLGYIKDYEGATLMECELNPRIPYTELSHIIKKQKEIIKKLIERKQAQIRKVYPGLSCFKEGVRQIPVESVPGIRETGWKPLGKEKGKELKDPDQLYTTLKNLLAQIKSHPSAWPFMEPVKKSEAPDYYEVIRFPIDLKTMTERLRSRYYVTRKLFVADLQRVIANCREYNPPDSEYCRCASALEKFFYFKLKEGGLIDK
#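 GCN5L2 (20 nM) in 50mM HEPES pH 7.5, 0.1mM EDTA, 0.01% Tween-20 preincubated 15 min with compounds at room temperature. Reaction started with H3(1-25) 75uM, acetyl-CoA 70uM, ThioGlo1 50uM; CoA-thiol fluorescence (Ex340/Em540) read at 0 and 20 min.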
# TDP1 cell noCPT – qHTS for Inhibitors of human tyrosyl-DNA phosphodiesterase 1 (TDP1): qHTS in cells in absence of CPT | AID 686978, 2013 | DT40 Tdp1-/- hTDP1 cells, no CPT, ATP luminescence, 48 h | Potency, µM (titrated, usually from 46.2 µM), inactives show at the highest dose activity change, negative = growth inhibition, usual class: inhibitors | actives 15% (n = 420,000); also: nearly all actives have a fitted effect of over 55% in size
#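 No-CPT arm: Tdp1-/-;hTDP1 DT40 cells (400/well) plus compounds, incubated ≥48 hr at 37 °C. Readout CellTiter-Glo luminescence.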
# An asterisk follows results filed as active; ? = inconclusive; . = no result given; & = joins results of further samples; [ ] = remark or other dose. Calls follow the shape of the dose curve; as a rule, active = well fitted curve in the direction sought with a large enough effect; inconclusive = small, poorly fitted or top-dose-only effect, or another doubt; inactive = no such curve, though single readings can be large; an effect the other way counts as inactive or inconclusive. % is scaled to controls: 0 for no effect and ±100 for the full control effect; potency is read from the fitted curve at half-maximal effect.
mol	TDP1 cell CPT	KAT2A inh	TDP1 cell noCPT
O=C(NC(=S)Nc1cccnc1)c1cccs1	-12%	-7%	-5%
COc1c(C)cc(C(=O)C2CCCN(Cc3cnc(N4CCOCC4)s3)C2)cc1C (stereo not given)	-20%	-4%	?
Cc1cccc(/C=N/N2CCN(c3ccccc3)CC2)c1	4%	-6%	?
O=C(c1ccc(S(=O)(=O)N2CCCC2)cc1)N1CCN(S(=O)(=O)c2cccc(F)c2)CC1	6%	-2%	-3%
CC(=O)NC(CC(=O)Nc1cccc(S(=O)(=O)N2CCCC2)c1)c1ccccc1 (stereo not given)	-1%	-13%	-2%
CC1c2cc3c(cc2CCN1CC(=O)Nc1ccc(S(=O)(=O)N2CCCC2)cc1)OCCCO3 (stereo not given)	?	-8%	-25%
COc1ccc(CN2C(=O)CN(S(C)(=O)=O)CC2(C)C(=O)Nc2ccc3c(c2)OCCO3)cc1OC (stereo not given)	-1%	.	-1%
Cc1sc2nc3ccc(N4CCCCC4)nn3c(=O)c2c1C	?	-9%	?
CCNS(=O)(=O)c1ccc(NC(=O)Nc2cc(C)ccc2OC)cc1	?	-6%	?
COc1ccc(S(=O)(=O)N2CCSC2c2ccc(N)cc2)cc1 (stereo not given)	-24%	-5%	-19%

# Record cards, from the list above. Order of screens: TDP1 cell CPT	KAT2A inh	TDP1 cell noCPT
# O=C(c1ccc(S(=O)(=O)N2CCCC2)cc1)N1CCN(S(=O)(=O)c2cccc(F)c2)CC1 is entered as 6%	-2%	-3%
# CCNS(=O)(=O)c1ccc(NC(=O)Nc2cc(C)ccc2OC)cc1 is entered as ?	-6%	?
# Cc1cccc(/C=N/N2CCN(c3ccccc3)CC2)c1 is entered as 4%	-6%	?
# CC1c2cc3c(cc2CCN1CC(=O)Nc1ccc(S(=O)(=O)N2CCCC2)cc1)OCCCO3 (stereo not given) is entered as ?	-8%	-25%
# Cc1sc2nc3ccc(N4CCCCC4)nn3c(=O)c2c1C is entered as ?	-9%	?

# (cont.)
mol	TDP1 cell CPT	KAT2A inh	TDP1 cell noCPT
CN(C)S(=O)(=O)c1ccc(N2CCN(S(=O)(=O)c3ccc(F)cc3)CC2)c(Cl)c1	18µM*	-2%	18µM*
CCC1CCCCN1C(=O)c1sc2ncnc(N(CC)CC)c2c1C (stereo not given)	?	-4%	?
COc1ccc(OC)c(NC(=O)c2oc(=O)c3ccccc3c2-c2ccccc2)c1	?	-3%	21µM*
COc1ccc2nc(SCC(=O)Nc3ccccc3C#N)[nH]c2c1	-7%	0%	?
O=C(CSCc1nc2cccnc2n1C1CCCCC1)NCc1cccc(Br)c1	16µM*	-1%	21µM*
O=C(CNC(=O)Cc1ccccc1)NCC(=O)N1CCN(C(c2ccccc2)c2ccccc2)CC1	-16%	-9%	?
Cc1ccc(S(=O)(=O)Nc2cccc(C(=O)NCC(C)(C)N3CCOCC3)c2)cc1F	-1%	-3%	-3%
c1cc(-c2cc3nc(NCC4CC4)ccn3n2)ccc1OCCN1CCOCC1	23µM*	.	23µM*
CCn1c(SCC(=O)N2CCCC2)nc2ccccc21	-7%	-3%	17%
COc1cc(NC(=O)CCn2c(=O)oc3ccccc32)cc(OC)c1OC	2%&-1%	-1%&-2%	-7%&1%
CC(C)(C)NC(=O)CN1C(=O)c2cccc3cccc1c23	5%	.	-28%
CCOC(=O)C1=C(C)Nc2nnnn2C1c1ccc(OC)c(Br)c1 (stereo not given)	?	-1%	?
Oc1cc(O)c(/C=C/c2ccnc3ccccc23)c(O)c1	11%	.	-18%
CC(C)CCOc1ccc(C2(C)NC(=O)N(CN3CCOCC3)C2=O)cc1 (stereo not given)	?	-9%	?
COc1ccc(-c2nc(=S)[nH][nH]2)cc1OC	-13%	?	-6%
O=C1CC(N2CCC(c3nc4ccccc4s3)CC2)C(=O)N1Cc1ccccc1 (stereo not given)	?	0%	-30%
CCCCN(CC)CCCNC(=O)c1cc2c(-c3ccc(OC)c(OC)c3)nn(C)c2s1	?	-3%&-24%	?
O=S(=O)(NCCc1csc(-c2cccnc2)n1)c1ccc(Cl)s1	12µM*	-3%	23µM*
Cc1cccc(C)c1NC(=O)C(CCc1ccccc1)N1CCC(c2ccccc2)CC1 (stereo not given)	16µM*	.	18µM*
Oc1ccccc1/C=N/NC(=S)NCCc1ccccc1	?	?	?
Cc1ccc(Nc2c(-c3ccc(O)cc3)nc3cccc(C)n23)cc1	23µM*	-8%	?
O=c1c([N+](=O)[O-])cccn1Cc1cccc(Cl)c1	-2%	-4%	-10%
CCOc1ccc(Nc2nc(N)nc(CN3CCN(c4ccccc4F)CC3)n2)cc1	-10%	1%	18µM*
CC(C)(C)OC(=O)N1CCC(c2c(C(=O)NCCCN3CCc4ccccc4C3)cnn2-c2ccccc2)CC1	?	-10%	23µM*
O=[N+]([O-])/C=C\c1ccc(N2CCCC2)c(F)c1	7.3µM*	-11%	2.6µM*
Cc1cc(S(=O)(=O)NC2CCCCC2)ccc1OCC(=O)NCc1ccccn1	-15%	-9%	?
C/C(=C\C(=O)c1ccccc1)Nc1ccc(Br)c(Cl)c1	13%	0%	2%
Cc1nn(Cc2cccc(Oc3ccccc3)c2)c(C)c1NC(=O)NC12CC3CC(CC(C3)C1)C2	?	-6%	?
CNc1cc(N2CCN(S(=O)(=O)N(C)C)CC2)ccc1[N+](=O)[O-]	-27%	-3%	?
CC(C)(CNC(=O)Cc1ccc(Cl)cc1Cl)N1CCOCC1	?	0%	3%
CCOC(=O)c1c(-c2ccc(-c3ccccc3)cc2)csc1NC(=O)CNCCN(C)C	?	-4%	23µM*
COc1ccc(-c2cc(-c3ccc(Cl)cc3)c(C#N)c(SCC(=O)O)n2)cc1	?	?	?
Cc1ccc(F)c(S(=O)(=O)NC(=O)C2(C)CCN2C(=O)Cc2ccsc2)c1 (stereo not given)	10%	.	-3%
CCN(C(=O)c1cc2ccccc2oc1=O)c1ccccc1	-7%	0%	7%
Cc1nc2ccccc2c2oc(C(=O)N3CCc4ccccc4C3)cc12	23µM*	-1%	16µM*
Cc1nc2ccccc2cc1C(=O)N(C)Cc1ccccc1	5%	-3%	-13%
O=C1CN(S(=O)(=O)c2cc(Br)ccc2Br)CCN1	-16%	0%	1%
O=C(Nc1ccc(F)c(Cl)c1)C1CCCCC1	-5%	-6%	-5%
CC1(c2ccccc2)NC(=O)N(CC(=O)Nc2cc(S(=O)(=O)N3CCOCC3)ccc2Cl)C1=O (stereo not given)	-25%	-6%	-24%
O=C(Nc1ccccc1)N1N=CCC1c1ccccc1 (stereo not given)	10%	-3%	-3%
CCOC(=O)C1CCCN(C(=O)c2ccc3nc(-c4cccc(OC)c4)oc3c2)C1 (stereo not given)	3.3µM*	0%	2.9µM*
O=S(=O)(Nc1nc2c(s1)CCCC2)c1ccc(F)cc1	-19%	1%	-13%
Cc1cc(C)n(C(C)CC(=O)N2CCc3ccccc32)n1 (stereo not given)	-3%	-2%	?
CCc1ccccc1N(CC(=O)NC1CCCCC1)C(=O)CCC(=O)Nc1ccccn1	-15%	1%	-18%
Cc1ccc(S(=O)(=O)c2nnn3c2nc(N2CCN(c4ccc(F)cc4)CC2)c2cc(Cl)ccc23)cc1C	-11%	1%	-9%
CC(/C=N/NC(=O)c1cc(-c2ccc(C)o2)[nH]n1)=C\c1ccccc1	15µM*	1%	16µM*
O=C(COc1cccc(Br)c1)N/N=C/C(=O)c1ccccc1	-29%	-6%	?
CCCc1c(-c2cccc(F)c2)ncn1Cc1ccccc1OC	9.2µM*	.	8.2µM*
CCCn1c(N)c(C(=O)CN2CCN(S(=O)(=O)c3cccc(Cl)c3)CC2)c(=O)[nH]c1=O	?	1%	-20%
CCCCCCN1C[C@H](O)[C@@H](n2cc(-c3ccc(F)cc3)nn2)C[C@@H]1c1ccc(C)cc1	?	.	23µM*

# (more compounds)
mol	TDP1 cell CPT	KAT2A inh	TDP1 cell noCPT
Cc1ccc(C(C(=O)NCC2CCCO2)N(Cc2ccccc2)C(=O)c2ccc(-c3ccccc3)[nH]2)o1 (stereo not given)	?	?	?
O=C(COC(=O)/C=C/c1ccc(Cl)cc1)Nc1cccc(S(=O)(=O)NC2=NCCCCC2)c1	?	-7%	-30%
NC(=O)CC(NC(=O)Cc1cccc2ccccc12)c1ccc(NCCOc2ccccc2)c([N+](=O)[O-])c1 (stereo not given)	?	16%	?
N#Cc1ccccc1COC(=O)c1cc(=O)c2ccccc2o1	-24%	-7%	-8%
CCc1ccc(-c2cnc3ccccc3n2)cc1NC(=O)CNC(=O)c1ccccc1	1%	2%	5%
COc1cccc(C(C)NC(=O)C2CCCO2)c1 (stereo not given)	-3%	-2%	-2%
CCCCN(C(=O)c1ccc([N+](=O)[O-])o1)c1c(N)n(CC(C)C)c(=O)[nH]c1=O	?	1%	?
C/C(N)=C(/C#N)C(=O)COC(=O)CSc1ccccc1	-11%	1%	-11%
Cc1cccnc1NC(=O)COc1ccc2c(c1)CCC2	?	-1%	-10%
O=C(CCN1C(=O)[C@H]2CC=CC[C@H]2C1=O)NCc1nc(-c2ccc(Cl)cc2)no1	-28%	-4%	2%
O=C(O)CSC1CC(=O)N(c2ccc(Cl)c(Cl)c2)C1=O (stereo not given)	-5%	-2%	-27%
O=C(CNS(=O)(=O)c1ccc(Cl)cc1)N/N=C/c1ccco1	2%	-1%	?
COc1ccc(N2C(=O)CC(N3CCN(C4CCc5ccccc5C4)CC3)C2=O)cc1 (stereo not given)	4%	-10%	-11%
CCCCNc1c(-c2ccc(-c3ccc(C(C)=O)cc3)c(OC)c2)nc2cnccn12	10µM*	?	?
COc1cc(NC(=O)CCc2nnc3ccc(N4CCOCC4)nn23)cc(OC)c1OC	2%	-10%	22%
CC(OC(=O)C1=NN(c2ccccc2)C(=O)CC1)C(=O)NC1CCCCC1C (stereo not given)	8%	3%	-3%
CCN(Cc1ccc(OC)c(F)c1)C(=O)C1CCCO1 (stereo not given)	2%	-4%	0%
CCc1noc(C)c1C(=O)N1CCN(S(=O)(=O)c2cc(C)ccc2C)CC1	-18%	-25%	-19%
COc1ccc(-c2nc(CCNC(=O)c3c(F)cccc3Cl)cs2)cc1	?	-5%	?
CCC1CCCCN1C(=O)c1nn(-c2ccc(OC)cc2)c(=O)c2c1c1ccccc1n2C (stereo not given)	-19%	1%	?

# 3 compounds already listed, arranged by heavy-atom count, lowest first:
mol	TDP1 cell CPT	KAT2A inh	TDP1 cell noCPT
CC(OC(=O)C1=NN(c2ccccc2)C(=O)CC1)C(=O)NC1CCCCC1C (stereo not given)	8%	3%	-3%
COc1ccc(N2C(=O)CC(N3CCN(C4CCc5ccccc5C4)CC3)C2=O)cc1 (stereo not given)	4%	-10%	-11%
COc1cc(NC(=O)CCc2nnc3ccc(N4CCOCC4)nn23)cc(OC)c1OC	2%	-10%	22%

# (list continues)
mol	TDP1 cell CPT	KAT2A inh	TDP1 cell noCPT
COc1cc2c(cc1OC)[C@@H]1C(=O)c3ccc4c(c3O[C@@H]1CO2)C=CC(C)(C)O4	0.15µM*	35%[activator][0.501 µM]	0.11µM*
COc1ccc(C2=NOC(C(=O)Nc3cccnc3)C2)cc1 (stereo not given)	?	0%	?
CCOC(=O)/C(=N\Nc1ccccc1Cl)N1CC(C)OC(C)C1 (stereo not given)	?	-6%	?
CN1CCN(c2ncnc3ccc(-c4ccc(C(=O)N(C)C)cc4)cc23)CC1	6%	-15%	3%
CC(=O)Nc1ccc(NC(=O)C(C)OC(=O)[C@@H]2CCCN2C(=O)c2cccs2)cc1 (stereo not given in full)	-9%	-1%	-19%
O=C(NC1CC1)C1=C[C@@H](c2ccc3c(c2)OCO3)C[C@@H](OCCCCO)O1	2%	28%	-4%
CCOC(=O)C1CCN(C(=O)c2ccccc2NS(=O)(=O)c2cc(C)ccc2C)CC1	-19%	2%	-20%
O=S1(=O)CC(N2CCCC2)CN1Cc1cn(Cc2ccccc2)nn1 (stereo not given)	1%	.	-26%
c1ccc(-c2csc(NC3=NCCCCC3)n2)cc1	13%	-15%	8%
O=C(CCSc1ccccc1)Nc1ncccn1	-2%	0%	-9%
CC(C)CN(C(=O)C1CCC1)c1c(N)n(Cc2ccccc2)c(=O)[nH]c1=O	-9%	0%	1%

# Compounds as they come; overall some 18% were active at least once.
